Compound activity deposited in PubChem BioAssay by several laboratories.
Plk1 PBD FP = Plk1 (human) PBD binding inhibition | P53350 | Plk1 PBD phosphopeptide binding, fluorescence polarization | inhibition, %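 (tested at about 20 µM)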 | hit rate 0.13% among 97,000 | AID 693; in the data active = inhibition above about 34%, passing the limit was not always enough
PTK2B oligo ant = antagonists of human Pyk2 oligomerization; z-score (the deposit names both 25 µM and 10 µM); hit rate 0.83% among 99,000; Q293 cells, Pyk2 FERM NanoBiT luminescence; hits give low values; Q14289; AID 1347419;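 active = Z-score of -3 or lower, scaled per plate to the spread of control and sample wells; inactive = z-score above -3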;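 note: negative z-score means lost luminescence so less FERM oligomerization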
Target sequence (Q14289 whole entry, looked up): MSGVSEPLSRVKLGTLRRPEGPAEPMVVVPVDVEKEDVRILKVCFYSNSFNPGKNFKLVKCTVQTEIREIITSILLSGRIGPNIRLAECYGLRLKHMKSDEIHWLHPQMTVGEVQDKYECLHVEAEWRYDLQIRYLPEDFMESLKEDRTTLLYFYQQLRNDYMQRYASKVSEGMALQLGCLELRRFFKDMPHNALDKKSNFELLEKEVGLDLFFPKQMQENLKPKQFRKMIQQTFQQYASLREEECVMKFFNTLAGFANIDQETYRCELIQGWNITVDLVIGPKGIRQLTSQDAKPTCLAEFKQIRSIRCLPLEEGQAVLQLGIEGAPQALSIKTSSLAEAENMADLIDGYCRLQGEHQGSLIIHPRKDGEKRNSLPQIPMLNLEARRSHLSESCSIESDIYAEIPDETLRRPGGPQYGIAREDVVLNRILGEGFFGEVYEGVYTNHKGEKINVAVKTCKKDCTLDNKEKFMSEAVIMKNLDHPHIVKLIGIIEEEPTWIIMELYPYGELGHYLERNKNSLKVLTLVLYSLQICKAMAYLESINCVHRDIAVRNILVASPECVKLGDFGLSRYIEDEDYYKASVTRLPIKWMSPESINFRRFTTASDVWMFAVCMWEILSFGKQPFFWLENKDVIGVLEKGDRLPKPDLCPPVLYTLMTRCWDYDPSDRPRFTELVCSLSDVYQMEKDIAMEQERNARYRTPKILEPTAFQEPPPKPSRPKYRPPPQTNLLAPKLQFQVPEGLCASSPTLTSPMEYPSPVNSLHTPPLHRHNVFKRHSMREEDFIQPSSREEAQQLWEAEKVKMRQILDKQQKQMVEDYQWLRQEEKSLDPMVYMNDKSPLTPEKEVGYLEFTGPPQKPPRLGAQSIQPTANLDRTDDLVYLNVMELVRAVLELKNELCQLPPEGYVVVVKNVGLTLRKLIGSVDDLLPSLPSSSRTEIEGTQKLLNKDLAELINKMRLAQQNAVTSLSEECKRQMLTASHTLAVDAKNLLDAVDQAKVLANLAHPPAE
PLK1 kinase inh = blocks human PLK1 kinase activity; inhibition, % at 10 µM; P53350; recombinant PLK1 kinase, TR-FRET peptide phosphorylation; hit rate 0.53% among 97,000;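 active = inhibition of 50% or more in the single-concentration screen; inactive = inhibition below 50%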;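 note: 0% = DMSO max control and 100% = H-89 dihydrochloride min control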
LYP inh 2 = blocks human PTPN22 phosphatase activity. Q9Y2R2. recombinant LYP catalytic domain, DiFMUP fluorescence. inhibition, % at 2 µM. hit rate 0.21% among 96,000. AID 640;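 active = inhibition at 2 µM at or above a set limit, the screen mean plus 3 SD, cut at about 24% in these data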;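 note: 0% = DMSO with enzyme and 100% = enzyme fully blocked by orthovanadate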
PTPN22 act = LYP (human) phosphatase activation; recombinant LYP, DiFMUP fluorescence; 0 = plate median, 100 = signal doubled; activation, % at 2 µM; hit rate 0.11% among 96,000; AID 697;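 active = activation at 2 µM above a set limit, the mean plus 5 SD, cut at about 37% in these data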
cytoskel mod = alters cytoskeleton assembly in HUVEC cells | HUVEC TNFa F-actin phalloidin imaging, high content | hit rate 0.18% among 91,000 | inhibition, % at 2 µM | AID 836;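 active = inhibition above the batch mean plus 3 SD and confirmed as a hit by visual image inspection, cut at about 30% in these data, passing the limit was not always enough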; note: strong numbers were not always called active
EphB4 ephrin blk = antagonists of human EphB4-ephrin-B2 interaction; EphB4 LBD / TNYL-RAW-Alexa532 peptide, fluorescence polarization; inhibition, % at 7 µM; AID 720; hit rate 0.15% among 97,000; P54760;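 active = inhibition above the screen-wide mean inhibition plus 3 SD, cut at about 15% in these data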;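 note: 0% = DMSO wells and 100% = excess unlabeled TNYL-RAW peptide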
FAK inh = blocks human focal adhesion kinase activity | Q05397 | biochemical FAK kinase activity assay | inhibition, %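 (tested at 7 µM)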 | hit rate 0.84% among 97,000; in the data active = inhibition above about 19%;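 note: 0% = DMSO and 100% = reference compound high control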
Rev-RRE block = disrupts HIV-1 Rev binding to RRE RNA; P05866; Rev peptide-RRE RNA binding, FRET; inhibition, % at 8 µM; hit rate 0.79% among 97,000; AID 704;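 active = inhibition above the screen-wide mean plus 3 SD, cut at about 35% in these data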;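 note: 0% = median DMSO wells and 100% = median Neomycin B control wells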
Target sequence (P05866 whole entry, looked up): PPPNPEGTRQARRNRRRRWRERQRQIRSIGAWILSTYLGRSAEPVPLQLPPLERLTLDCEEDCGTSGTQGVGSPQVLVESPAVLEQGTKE
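assay system = Cy5-tagged RRE RNA duplex with fluorescein-tagged Rev peptide | incubation = 5 + 15 min at 25 °C | also added = labelled Rev peptide | measure = % inhibition of FRET ratio versus controls | benchmarks = DMSO wells as 0% and neomycin B wells as 100% inhibition | measured by = FRET fluorescence readout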
Starred values were filed as active, the others as inactive; · = not tested or not shown.

SMILES	Plk1 PBD FP	PTK2B oligo ant	PLK1 kinase inh	LYP inh 2	PTPN22 act	cytoskel mod	EphB4 ephrin blk	FAK inh	Rev-RRE block
Nc1nnc(Cc2ccccc2)s1	-8.2	0.59	-6.9	1.5	0.9	11.2	4.5	2.2	4.4
O=C(c1ccc2c(c1)OCO2)N1CCN(c2ccccc2F)CC1	1.2	-0.63	1.1	6.3	-7.5	29.8	2.7	-0.3	-2.5
Cc1cc(NC(=O)CSc2nc(C(C)C)nc3sc4c(c23)CCC(C)C4)no1 (stereo not given)	-17.0	0.55	-23.6	-0.9	-2.1	6.1	1.2	-0.2	1.9
CCCC(=O)NC(C)c1nc2ccccc2[nH]1 (stereo not given)	22.2	·	-16.5	1.4	-3.6	-1.0	-2.0	2.3	3.8
CCNC(=O)c1c(NC(=O)C2COc3ccccc3O2)sc2c1CCCC2 (stereo not given)	-18.0	1.5	3.5	-3.5	3.1	20.9	-0.1	-1.1	-0.7
CCOC(=O)Cc1csc(NS(=O)(=O)c2ccc(F)cc2)n1	10.1	1.08	-6.0	8.3	-5.2	0.9	6.4	-2.2	6.8
COc1ccccc1NC(=O)CSc1ncn(-c2ccccc2)n1	-6.2	1.08	-0.8	-3.5	3.9	0.3	1.5	-1.1	1.7
CCN(CC)S(=O)(=O)c1ccc(C(=O)Nc2ncn(Cc3ccccc3)n2)cc1	18.6	0.33	-19.1	-1.6	0.1	-0.1	-8.3	1.9	24.0
Fc1ccc(-c2cc(C(F)(F)F)nc(N3CCCCC3)n2)cc1	13.9	0.76	-9.4	-5.8	3.8	14.7	-5.3	-3.0	11.5
O=[N+]([O-])c1ccc(-c2ccc(/C=N/c3c(-c4ccco4)nc4ccccn34)o2)cc1	8.2	0.76	-5.2	5.7	-2.9	23.9	-1.0	9.8	11.0
O=C(Nc1ccccc1)N(CCc1nc2ccccc2[nH]1)C1CCCC1	-29.8	-0.44	-7.1	7.6	-5.4	-14.5	-3.9	3.7	6.6
COc1ccc2c(-c3ccccc3)cc(N3CCOCC3)nc2c1	-24.3	-0.71	-5.3	1.1	-1.2	11.1	2.3	5.0	2.8
Cc1ccc(N)c(C(O)(C(F)(F)F)C(F)(F)F)c1	1.2	·	-9.3	-2.8	0.5	25.8	0.6	-4.4	6.0
N#Cc1ccc(-c2ccc(OCC(O)Cn3nnc4ccccc43)cc2)cc1 (stereo not given)	10.0	-1.49	3.4	-1.1	-1.2	·	-6.0	0.1	13.7
c1ccc(CSc2ncnc3c2oc2ccccc23)cc1	8.6	-1.01	-6.3	7.8	-6.9	12.1	7.7	1.2	12.2
O=C(NCc1ccccc1Cl)c1csc2c1CCCCC2	4.3	-1.09	-15.9	6.4	-5.3	-4.4	2.6	2.0	11.6
CCOC(=O)C1C(=O)CC(C)(O)C(C(=O)OCC)C1c1ccc(F)cc1 (stereo not given)	-13.2	1.88	2.2	-6.6	5.6	11.6	8.4	-1.0	7.1
CCOC(=O)C1=C(CC)OC(N)=C(C#N)C1c1cccs1 (stereo not given)	-14.3	-0.07	-0.2	5.8	-3.1	5.6	5.2	3.1	13.0
COc1ccc2c(c1)CCc1c(C(=O)Nc3c(C)n(C)n(-c4ccccc4)c3=O)noc1-2	15.3	0.09	-9.7	-8.9	6.1	0.6	-11.2	-1.8	4.2
CC(=O)c1cccc(NS(=O)(=O)c2ccc3c(c2)oc(=O)n3C)c1	13.6	0.94	-8.3	2.5	0.2	-18.7	6.5	-2.4	4.7
Cc1cc(C)n(CC(=O)NCc2cc(-c3nn(C)c(=O)c4ccccc34)ccc2C)n1	13.6	1.29	-2.9	-4.6	-0.8	-22.4	7.7	2.3	-4.2
CC1=C(C(=O)OCC(C)C)C(c2ccc(F)cc2)NC(=O)N1 (stereo not given)	-15.6	0.4	1.2	-10.3	6.6	-4.8	4.4	2.3	12.1
CC1CCCCN1C(=O)Cn1c(=O)oc2ccccc21 (stereo not given)	3.5	0.12	-11.1	6.3	-5.1	·	0.6	-3.0	5.0
Cc1nc2sccc2c(=O)n1-c1cccc(Cl)c1	1.9	-0.28	-28.3	7.1	-5.1	19.4	-3.3	3.9	-0.4
N#Cc1c(C#N)c(-c2ccccc2)n(-c2ccc(C(=O)O)cc2)c1N	41.6	0.11	-9.2	-2.2	4.6	4.9	-1.2	-5.4	10.4
SMILES	Plk1 PBD FP	PTK2B oligo ant	PLK1 kinase inh	LYP inh 2	PTPN22 act	cytoskel mod	EphB4 ephrin blk	FAK inh	Rev-RRE block
CCn1ccnc1C(O)c1cccc(OC)c1 (stereo not given)	7.8	-0.88	-13.7	-4.8	4.4	63.6*	1.0	-0.5	9.4
CC(C)NC(=O)NC(=O)CSc1ncc(C(F)(F)F)cc1Cl	-8.0	-2.12	0.3	10.9	-12.5	-7.3	0.4	0.9	13.2
CC(Oc1ccc(-c2ccccc2)c(F)c1)c1ccn(S(=O)(=O)c2ccc(F)cc2)n1 (stereo not given)	17.4	-1.64	-9.0	5.7	-4.3	-30.7	-5.0	-1.9	21.5
COC(=O)C(NC(=O)Nc1ccccc1OC)C(C)C (stereo not given)	-19.6	-0.48	-10.7	-7.2	4.5	4.7	-2.9	-0.8	0.3
COc1ccc2[nH]c(C)c(C(=O)CN3CCOCC3)c2c1	-5.1	0	-3.1	-1.0	-2.4	-26.0	1.0	3.3	9.8
Cc1ccc(SCc2c(-c3ccccc3)nn(C)c2Cl)cc1	-20.5	0.24	-3.4	8.8	-9.3	4.7	-2.7	1.4	17.1
O=C(NCc1ccc(Cl)c(Cl)c1)c1ccco1	6.7	1.21	-8.2	0.7	-2.8	-14.2	2.6	6.2	8.3
CCOC(=O)C1=C(C)NC(C)=C(C(=O)OCC)C1C(=O)OCC(=O)N1CCc2ccccc2C1	3.9	0.11	-5.7	-4.7	1.5	-9.0	13.8	7.8	3.8
Cc1c(Cl)cccc1NC(=O)c1cccc(NC(=O)CCC(=O)O)c1	1.1	0.29	-1.2	-2.4	2.4	-0.2	-2.8	0.8	7.6
COC(=O)Nc1sc2nc(C)cc(C)c2c1-n1cccc1	-17.4	0.39	-16.7	14.8	-9.3	-0.5	-5.4	1.5	3.2
CCOC(=O)c1csc(NC(=O)c2ccc(S(=O)(=O)N3CCCC3)cc2)n1	-21.1	0.29	-11.2	10.0	-10.6	1.3	6.2	-0.5	-2.5
CSc1nc2ccccc2n1CC(=O)Nc1c(C)n(C)n(-c2ccccc2)c1=O	5.0	-0.07	4.3	6.4	-7.3	0.5	1.2	3.6	9.0
S=C(Nc1cccc(Cl)c1)NC1CCCCC1	28.7	0.09	-1.8	-12.1	18.4	8.5	-7.1	10.3	-1.0
COc1cc(C2C(C#N)=C(C)NC3=C2C(=O)CC(C)(C)C3)ccc1OCCO (stereo not given)	33.9	0.19	-8.7	-35.0	32.1	25.4	-6.2	0.4	7.1
O=C(c1ccc(-c2ccccc2)cc1)N1CCN(Cc2ccccn2)CC1	-0.4	-1.49	4.1	0.2	-3.0	31.5	0.2	8.1	9.1
Cn1c(N)c(C(=O)COC(=O)c2ccc(Br)o2)c(=O)n(C)c1=O	-16.6	0.47	0.1	8.0	-4.9	16.5	2.6	1.1	-2.9
CSc1nc2cc(Cl)ccc2s1	-0.5	0.46	8.7	3.5	-6.0	11.9	6.6	0.3	5.9
CC(C)C(OC(=O)c1cccs1)C(=O)NCc1ccco1 (stereo not given)	-24.5	0.66	-4.1	-4.0	2.2	-20.7	-7.6	-8.4	-4.0
COC(=O)c1c(NC(=O)CCc2ccc(C)o2)sc(C)c1C	-9.7	0.26	-9.4	7.0	-5.7	6.2	0.5	-1.1	4.2
O=c1c2cc3c(=O)n(CC4CCCO4)c(=O)c3cc2c(=O)n1CC1CCCO1 (stereo not given)	-8.6	0.05	-12.6	6.9	-8.0	20.5	-2.7	2.1	0.0
COc1cc(S(=O)(=O)NCCc2ccc3c(c2)OCO3)ccc1-n1cnnn1	32.7	1.76	-7.1	-9.8	9.1	6.9	-7.8	-1.9	1.8
N#CC1=C(N)NC(SCc2ccccc2)=C(C#N)C12CCCCC2	-7.2	-0.95	-1.9	3.7	-6.9	-12.3	0.0	6.5	9.8
Cn1c(SCc2ccc(F)cc2)nnc1-c1ccccn1	-12.0	1.13	-10.2	2.4	-4.6	29.3	4.6	-3.8	3.2
COc1ccc(N2CCN(C(c3ccccc3)c3nnnn3Cc3ccc(F)cc3)CC2)cc1 (stereo not given)	5.2	-2.39	-10.2	0.6	-1.6	-13.4	6.4	11.4	1.2
Cc1ccc(CSc2ncn(-c3ccccc3)n2)cc1	14.7	-0.32	-4.2	-7.8	8.1	-2.5	-3.0	0.3	18.5
SMILES	Plk1 PBD FP	PTK2B oligo ant	PLK1 kinase inh	LYP inh 2	PTPN22 act	cytoskel mod	EphB4 ephrin blk	FAK inh	Rev-RRE block
Cc1ccc(OCc2nnc(SCC(=O)CC(=O)Nc3ccccc3)o2)cc1	-12.6	-0.31	-1.2	5.5	-6.4	18.2	10.2	-0.6	5.5
COc1ccc(C(CNC(=O)c2ccc(OCC3CCCO3)cc2)N2CCOCC2)cc1 (stereo not given)	-6.3	-0.43	-1.8	-6.8	5.0	8.4	2.9	-9.4	6.6
COC(=O)C1=C(N)n2c(s/c(=C\c3cccnc3)c2=O)=C(C(=O)OC)C1c1cccnc1 (stereo not given)	20.8	·	-10.1	3.5	-0.2	-12.7	1.2	4.3	10.3
COc1ccc(NC2c3ccccc3C(=O)N2c2ccccn2)cc1Cl (stereo not given)	-15.0	·	-4.2	-4.2	2.7	-24.0	-4.4	-1.8	3.2
O=C(NC1CCCC1)C(NS(=O)(=O)c1cccc2nsnc12)c1ccccc1 (stereo not given)	-7.8	2.47	0.2	-0.4	4.2	26.0	-2.3	-3.2	-3.8
Cc1nc(NC(=O)c2cc(-n3cnnc3)ccc2Cl)ccc1Br	2.3	0.51	-11.3	1.8	-2.4	15.2	-1.4	-2.0	0.5
CC(=O)CSc1ncnc2nc[nH]c12	2.6	0.41	13.0	-7.2	6.8	13.6	-11.0	-0.4	3.4
O=C(NCc1cccs1)C(NS(=O)(=O)c1cccc2nsnc12)c1ccccc1 (stereo not given)	1.6	-0.59	-2.4	5.6	-6.2	-12.9	4.5	2.7	3.1
Cc1ccc(CN2CCN(CC(=O)NCc3ccc(Cl)cc3)C2=O)cc1	17.2	-1.64	-38.1	-8.8	10.6	2.7	-0.3	-0.6	9.4
Cc1ccc(OCCSCc2nc3ccccc3[nH]2)cc1	-22.4	1.4	-0.9	7.8	-4.7	10.8	-0.8	0.3	7.6
Cc1ccc(N2C(N)=NC(N)=NC2(C)C)c(C)c1	-7.8	0.25	-10.4	-3.9	1.2	-4.7	-2.4	2.1	-1.5
CCOC(=O)Nc1sc(NS(=O)(=O)c2ccc(C)cc2)nc1C	-4.0	0.23	-2.5	-8.5	11.3	-2.1	-3.1	-1.4	1.7
Cc1ccccc1CNc1nc(N)n(-c2ccccc2)n1	-6.3	·	12.6	-1.7	-1.4	-1.5	5.2	4.1	3.3

An excerpt of these results, with the structure last.
Plk1 PBD FP	PTK2B oligo ant	PLK1 kinase inh	LYP inh 2	PTPN22 act	cytoskel mod	EphB4 ephrin blk	FAK inh	Rev-RRE block	compound
-8.2	0.59	-6.9	1.5	0.9	11.2	4.5	2.2	4.4	Nc1nnc(Cc2ccccc2)s1
1.2	-0.63	1.1	6.3	-7.5	29.8	2.7	-0.3	-2.5	O=C(c1ccc2c(c1)OCO2)N1CCN(c2ccccc2F)CC1
-17.0	0.55	-23.6	-0.9	-2.1	6.1	1.2	-0.2	1.9	Cc1cc(NC(=O)CSc2nc(C(C)C)nc3sc4c(c23)CCC(C)C4)no1 (stereo not given)
22.2	·	-16.5	1.4	-3.6	-1.0	-2.0	2.3	3.8	CCCC(=O)NC(C)c1nc2ccccc2[nH]1 (stereo not given)
